# GPR55 activation: GPR55 agonists via beta-arrestin recruitment, primary screen, imaging, U2OS cells, beta-arrestin-GFP redistribution (AID 1961) | U2OS GPR55 beta-arrestin-GFP redistribution imaging; higher % means a stronger effect | one-dose activation, % at 10 µM; EC50 in µM for titrated hits | hit rate 0.048% among 290,000;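 active = activation above 40% with more than 50 cells counted in the well; inconclusive = wells holding fewer than 50 cells, flagged as toxic or sparse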;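 note: U2OS osteosarcoma cells stably expressing GPR55 and beta-arrestin-GFP; plate controls were DMSO negative control for no effect and LPI positive control for full effect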
# M17LAP inhibition: P. falciparum M17LAP inhibitors, primary screen, biochemical, fluorogenic H-Leu-NHMec substrate, 1536-well (AID 1619); recombinant M17LAP, H-Leu-NHMec fluorogenic kinetic assay; higher % means a stronger effect; hit rate 0.38% among 220,000; one-dose inhibition, % at 30 µM; IC50 in µM for titrated hits;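 active = compound inhibiting the enzyme by more than half at any dose during confirmatory dose-response retesting; inconclusive = strong single-dose inhibitors picked by rank but not retested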;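 note: plate controls were full reaction with DMSO carrier for no effect and no enzyme background for full effect; strong numbers were not always called active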
# M1AAP inhibition: malaria alanyl aminopeptidase activity blockers – biochemical, fluorogenic H-Leu-NHMec substrate, 1536-well (AID 1445); recombinant M1AAP, H-Leu-NHMec fluorogenic kinetic assay; higher % means a stronger effect; hit rate 0.42% among 220,000; inhibition, % at 30 µM; hits with a dose series show IC50 in µM;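 active = primary inhibition above the hit cutoff, then over 50% inhibition at one or more dose response concentrations, cut at about 23% in these data, passing the limit was not always enough; inconclusive = conflicting primary data, or primary hits not chosen for dose response; inactive = low primary inhibition, or under 50% at every dose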;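 note: plate controls were DMSO full reaction for no effect and no enzyme background for full effect; strong numbers were not always called active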
# Dynein transport: dynein cargo transport inhibition; AID 1381; 3617.4 mouse cells, GR-EGFP nuclear translocation imaging; test concentration mostly 20 µM; stimulated with dexamethasone, 1 µM; active compounds read low; z-score, hits read low; hit rate 0.47% among 220,000;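 active = plate z-score of nuclear minus cytoplasmic receptor signal below a set negative limit, without overly bright fluorescence or cell loss, cut at about -3.5 in these data, passing the limit was not always enough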;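 note: z-score of nuclear minus cytoplasmic ring GR-EGFP intensity difference per well; some compounds called inactive have numbers as strong as hits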
#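 Medium: Induction medium lacking tetracycline, stripped serum | Probe or stimulus: 1.0 µM final dexamethasone stimulus | Schedule: 48 h induction, then 1 h compound, then 30 min agonist, 37 °C | Signal: Automated 10x imaging of fixed Hoechst-stained cells | Evaluation: Per-cell GR-EGFP intensity, nucleus versus surrounding cytoplasmic ring, well-averaged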
# KOR beta-arrestin-1: KOR agonists, beta-arrestin recruitment, primary screen, cell-based, luminescence, uHTS (AID 1777); KOR beta-arrestin recruitment, luminescence; higher % means a stronger effect; activation, % at 10 µM; hits with a dose series show EC50 in µM; hit rate 0.02% among 280,000; in the data active = activation above about 50%, passing the limit was not always enough; note: a part of the inactive calls stands beside numbers as strong as those of hits
# KOR beta-arrestin-2: kappa opioid receptor blockers – cell-based, luminescence, uHTS (AID 1778). KOR beta-arrestin recruitment, luminescence, antagonist mode; higher % means a stronger effect. inhibition, % at 10 µM; hits with a dose series show IC50 in µM. hit rate 0.091% among 290,000; note: strong numbers were not always called active
# NOD2 inhibition: inhibition of NOD2-driven NF-kB reporter – cell-based, luminescence, uHTS, HEK293 (AID 1566) | hit rate 0.63% among 290,000 | inhibition, % at 4 µM, or EC50 in µM where a hit was titrated | HEK293 NOD2/NF-kB luciferase reporter, luminescence; higher % means a stronger effect; note: many of its hits are not listed in these tables
# NOD1 inhibition: NOD1 signaling inhibitors, primary screen, cell-based, luminescence, uHTS (AID 1578); one-dose inhibition, % at 4 µM; EC50 in µM for titrated hits; hit rate 1% among 290,000; NOD1-driven NF-kB luciferase reporter cells, luminescence; higher % means a stronger effect; in the data active = inhibition mostly above about 36%, no sharp cut-off; inactive = mostly below about 34%;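 note: HEK-293T reporter cells stimulated with the NOD1 agonist gamma-tri-DAP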
# AID2073: disruptors of CaV2.2 binding to Mint1 – biochemical, HTRF (AID 2073). hit rate 0.19% among 290,000. one-dose inhibition, % at 20 µM; IC50 in µM for titrated hits. HTRF protein-protein interaction, Mint1-CaV2.2; higher % means a stronger effect; in the data active = inhibition mostly above about 51%, no sharp cut-off; inconclusive = no clear call, values can overlap the other calls; inactive = mostly below about 53%; note: some results filed as inactive read as strong as hits
# Dynein transport cytoplasmic EGFP: also measured in Dynein transport; calls as there; z-score; measured here: cytoplasmic GR-EGFP intensity; active compounds read high
# Dynein transport nuclear GR-EGFP: recorded beside Dynein transport, whose call it bears; z-score; measured here: nuclear GR-EGFP intensity;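 lower value marks the stronger effect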
# Dynein transport cell count: recorded beside Dynein transport, whose call it bears; z-score; measured here: cell count per field
# An asterisk follows results filed as active; ? = inconclusive; · = no result given; [ ] = remark or other dose. Cut-off read from the data, not from the text of the source, unless noted: active = inhibition above about 50%; inactive = the rest. Not all compounds are listed; count on the stated rates, not on these rows.
SMILES,GPR55 activation,M17LAP inhibition,M1AAP inhibition,Dynein transport,Dynein transport cytoplasmic EGFP,Dynein transport nuclear GR-EGFP,Dynein transport cell count,KOR beta-arrestin-1,KOR beta-arrestin-2,NOD2 inhibition,NOD1 inhibition,AID2073
COc1cccc(CNC(=O)CCC2CCCN(C(=O)c3cc(C)[nH]n3)C2)c1 (centres undefined),-0.1%,·,·,-0.35,-0.36,0.0069,0.71,·,-34%[20 µM],7%,-23%,-5%
CCc1ccc(NC(=O)COn2nnc3ccc(S(=O)(=O)N(C)C)cc32)cc1,-0.2%,3%,1%,-0.19,-0.21,0.57,1.1,2.9%,-6%,9%,6%,-4%
O=C(Nc1ccc(Oc2cccc(C(F)(F)F)c2)nc1)c1cccs1,0.6%,0%,10%,0.14,-0.23,-0.027,0.93,6.9%,-21%,·,·,4%
CCN1CCN(C(CNC(=O)c2ccc3c(c2)OCO3)c2cccnc2)CC1 (centres undefined),-0.1%,11%,7%,0.072,-0.2,0.34,-0.27,-0.1%,33%,2%,-13%,5%
CN(C)S(=O)(=O)c1cccc(-c2nnc3n2CCCCC3)c1,0.0%,·,·,-0.49,-0.8,-0.48,0.41,5.0%,-7%,-16%,-14%,8%
CCOc1cc(C2CC(=O)Nc3cc(C)c(C)cc32)ccc1O (centres undefined),-0.3%,-2%,4%,-0.61,-0.21,-0.4,0.51,-1.4%,4%,0%,-13%,-2%
O=[N+]([O-])c1c(NCCO)cc(N2CCN(Cc3ccc4c(c3)OCO4)CC2)c2nonc12,0.3%,17%,12%,-0.62,-0.25,-0.0076,0.24,0.4%,6%,10%,-14%,?
O=C(O)c1ccc(COc2cccc(CO)c2)cc1,-0.1%,10%,0%,-1.9,1.8,-0.34,0.94,0.0%,-3%,-36%,-40%,1%
COc1cc(OC)c2c(c1)S(=O)(=O)C(c1ccccc1)=C2N,0.0%,-4%,7%,0.63,0.14,0.56,-0.9,-0.3%,-15%,14%,-45%,5%
COc1cc(C2C(C#N)=C(C)NC3=C2C(=O)c2ccccc23)cc(OC)c1OC (centres undefined),-0.3%,-5%,2%,-1.1,0.23,-0.62,0.17,2.2%,-175%,6%,-32%,33%
Cc1ccc(C(=O)NN2CCOCC2)cc1[N+](=O)[O-],-0.1%,·,·,·,·,·,·,3.4%,21%,11%,-14%,12%
CC(=O)N1[C@@H]2CC3C4CC=C5C[C@@H](O)CC[C@]5(C)C4CC[C@]3(C)[C@@]21C(C)=O (some centres undefined),-0.2%,9%,-4%,0.93,0.23,0.13,-0.66,-1.5%,-17%,-3%,-10%,4%
CCc1ccccc1NC(=S)N(CCCN1CCN(C)CC1)Cc1cccs1,0.1%,3%,-3%,0.51,-0.13,1.2,-1.2,-6.5%,-3%,-5%,-25%,-8%
COc1cc(/C=C2\SC(c3ccccc3)=NC2=O)cc(Cl)c1O,0.2%,11%,20µM*,-1.6,-0.32,-0.36,1.3,-6.9%,-40%[20 µM],-72%,2%,50%
COC(=O)CC(NC(=O)c1ccco1)c1cccc2ccccc12 (centres undefined),0.2%,8%,13%,-1.2,-0.23,-0.71,0.79,-1.2%,14%,8%,-10%,1%
CCOC(=O)c1oc2ccccc2c1NC(=O)CN1CCN(C)CC1,-0.2%,6%,4%,0.22,-0.21,0.27,-0.33,3.0%,-9%,3%,-14%,-6%
Oc1ccc(-c2nc3cnccn3c2Nc2ccc3c(c2)OCCO3)cc1,-0.2%,-12%,12%,-1.6,-0.03,-0.77,-0.002,0.6%,17%,-13%,46%,0%
Cc1cc(NC(=O)COC(=O)COc2ccc3c(c2)CCC3)no1,-0.2%,-7%,4%,-0.14,-0.21,0.22,0.23,6.8%,-19%,4%,-4%,-1%
CC(=O)N(Cc1cccs1)Cc1cc2ccc(C)c(C)c2nc1Cl,-0.8%,-3%,1%,-1.1,-0.24,-0.53,1.4,3.0%,-32%,25%,-12%,-17%
FC(F)(F)c1cccc(NCc2cn3cccnc3n2)c1,-0.1%,1%,12%,1.1,-0.31,0.58,-0.85,-2.7%,1%,6%,15%,0%

# Among those listed so far, these contain a Cl atom:
SMILES,GPR55 activation,M17LAP inhibition,M1AAP inhibition,Dynein transport,Dynein transport cytoplasmic EGFP,Dynein transport nuclear GR-EGFP,Dynein transport cell count,KOR beta-arrestin-1,KOR beta-arrestin-2,NOD2 inhibition,NOD1 inhibition,AID2073
COc1cc(/C=C2\SC(c3ccccc3)=NC2=O)cc(Cl)c1O,0.2%,11%,20µM*,-1.6,-0.32,-0.36,1.3,-6.9%,-40%[20 µM],-72%,2%,50%
CC(=O)N(Cc1cccs1)Cc1cc2ccc(C)c(C)c2nc1Cl,-0.8%,-3%,1%,-1.1,-0.24,-0.53,1.4,3.0%,-32%,25%,-12%,-17%

# Following part:
SMILES,GPR55 activation,M17LAP inhibition,M1AAP inhibition,Dynein transport,Dynein transport cytoplasmic EGFP,Dynein transport nuclear GR-EGFP,Dynein transport cell count,KOR beta-arrestin-1,KOR beta-arrestin-2,NOD2 inhibition,NOD1 inhibition,AID2073
COc1ccccc1NS(=O)(=O)c1ccc(Cl)c(NC(=O)CN2C(=O)c3ccccc3C2=O)c1,0.1%,1%,12%,-0.14,0.11,0.039,0.78,4.9%,-3%,0%,-26%,4%
Cc1ccc(S(=O)(=O)NC(C)(C)CSc2ncccn2)cc1,-0.1%,-3%,3%,-0.42,-0.24,-0.3,0.78,·,-54%[20 µM],3%,-4%,-12%
Cc1nn(CC(=O)Nc2ccc(N(C)C)cc2)c(C)c1[N+](=O)[O-],-0.2%,-12%,14%,-0.45,-0.1,-0.43,0.83,-0.3%,-1%,0%,-40%,-10%
CC1CCCCN1CC(=O)NCc1ccc2c(c1)OCO2 (centres undefined),0.3%,11%,-1%,0.92,-0.19,0.54,-1,-2.2%,-43%,-4%,7%,4%
CCC(C)NC(=O)C(CCSC)NC(=O)c1ccccc1 (centres undefined),0.5%,-5%,1%,-1.1,0.18,-0.24,0.3,0.0%,-45%,7%,5%,-4%
Cc1ccc(S(=O)(=O)NCCc2cn3nc(C)c(C)nc3n2)cc1C,-0.1%,·,·,·,·,·,·,-2.1%,-23%,19%,-19%,32%
CC(C)C(=O)N1CCN(c2cc(N3CCN(C)CC3)c(F)cc2[N+](=O)[O-])CC1,-0.5%,7%,4%,-0.028,-0.24,-0.017,0.5,-5.2%,24%,-10%,-58%,-5%
Cc1sc2nc(CN(C(=O)NCc3ccccc3)C3CCCC3)[nH]c(=O)c2c1C,-0.1%,-15%,-12%,0.17,-0.27,0.67,-0.49,1.0%,6%,15%,-8%,-3%
O=[N+]([O-])c1ccc2c(c1Nc1ccccc1Cl)=NC1(CCCCC1)N=2,4.1%,4%,-4%,0.34,0.059,0.078,0.35,-2.9%,9%,12%,0%,-27%
COc1ccc(C=O)cc1CN1C(=O)c2ccccc2C1=O,-0.3%,·,·,·,·,·,·,-4.5%,-71%[20 µM],6%,-23%,-1%
COc1ccc(OC)c(N=C(N)N=C(N)N)c1,-0.1%,-5%,1%,-0.067,-0.24,0.17,-0.02,-4.3%,-32%[20 µM],17%,-7%,-1%
Cc1ccc(Nc2nc(N)c([N+](=O)[O-])c(N3CCC(C)CC3)n2)cc1C,0.1%,-8%,0%,-0.091,-0.33,-0.4,0.11,7.0%,-8%,13%,-15%,0%
CC(C)N1CCc2c(sc(NC(=O)Cc3ccccc3)c2C#N)C1,0.0%,·,·,·,·,·,·,-0.2%,-30%[20 µM],9%,10%,9%
O=c1[nH][nH]c(=S)n1C1CCCCC1,0.1%,-2%,3%,0.48,-0.25,-0.099,-0.8,2.3%,-7%,15%,-3%,-112%
C=CCOn1c(=O)c(-c2ccc(Cl)cc2)[n+]([O-])c2ccccc21,-0.1%,·,·,·,·,·,·,-1.8%,7%,7%,-5%,19%
COn1c(C)c(C)c2c3nonc3ccc21,-0.1%,-2%,7%,-1.1,-0.15,-0.15,1,2.9%,1%,-6%,-4%,27%
COc1ccc(N2CCN(C(=O)c3sc4nc(-c5ccc(F)cc5)cn4c3C)CC2)cc1,0.2%,·,·,1.3,-0.19,0.75,-0.28,-0.9%,20%,0%,-13%,0%
COC(=O)CN(Cc1ccccc1)S(=O)(=O)c1ccc(OC)c(OC)c1,0.0%,-2%,2%,1.4,0.087,1.1,-0.48,0.0%,20%,7%,-15%,-2%
CC(C)(C)OC(=O)NN1CC(=O)N2Cc3ccccc3C[C@@H]2C1=O,-0.1%,·,·,·,·,·,·,-11%,6%,11%,-8%,7%
O=C(/C=C/c1ccco1)Nc1ccc(C(=O)N2CCOCC2)cc1,-0.4%,30%,14%,-0.7,0.79,-0.49,1.2,1.1%,·,-5%,-28%,51%
CCCC(=O)C1C(=O)CC(CC(C)SCC)CC1=O (centres undefined),0.0%,-1%,-4%,-0.31,0.16,-0.35,0.61,-1.5%,-33%,10%,-7%,13%
Cc1cccc(C(=O)c2ccccc2C(=O)O)c1O,0.0%,-310%,6%,2.2,-0.36,0.73,-0.54,-0.2%,5%,7%,3%,-3%
COc1ccc(C(C)=O)cc1COc1ccc(-n2cnnn2)cc1,-0.1%,-1%,-3%,-0.94,-0.23,-0.5,1,3.8%,-60%,5%,31%,4%
O=C(NCCC1=CCCCC1)c1cc(COc2c(F)cccc2F)on1,-0.1%,·,·,·,·,·,·,5.4%,-21%,0%,-10%,6%
Cc1ccc(-c2nnn(CC(=O)N(Cc3cccs3)C(C(=O)NC3CCCCC3)c3ccco3)n2)o1 (centres undefined),-0.1%,-7%,2%,0.61,0.037,0.52,0.051,-2.3%,22%,-4%,-89%,2%
CC1CCCCN1C(=O)C1CCN(S(=O)(=O)c2ccc(-n3cnnn3)cc2)CC1 (centres undefined),0.0%,·,·,·,·,·,·,5.8%,-22%,1%,-34%,48%
CCOC(=O)C1(C(F)(F)F)N=C(c2cccnc2)OC(N2CCOCC2)=N1 (centres undefined),-0.3%,7%,-4%,-0.67,-0.19,-0.39,0.3,-3.0%,-4%,4%,-1%,11%
CCOc1ccc(C(=O)NCCN(C)C)cc1,-0.1%,1%,0%,-1.1,0.21,-0.54,0.38,2.3%,20%,16%,-1%,-5%
CCCn1c(SCC(=O)OCC)nc(C(F)(F)F)cc1=O,0.2%,-5%,-4%,-0.87,-0.34,-0.38,0.97,-8.5%,20%,-1%,-20%,-6%

# From PubChem
